# Screening data as filed in PubChem.
# Neddyl block: inhibitors of human cullin neddylation; AID 651699; TR-FRET cullin neddylation, biochemical; calls only at 25 µM; P61081+Q13564; 360,000 tested, 0.58% active; in the data active = inhibition above about 36%
# DNMT1 block: DNMT1 (human) enzyme inhibition; DNMT1 molecular beacon, Hinp1I cleavage, fluorescence; inhibition (reported as % activation of signal), % at 10 µM; 360,000 tested, 0.83% active; in the data active = inhibition above about 50%
# SKN-1 block: blocks SKN-1 activity in C. elegans; C. elegans VP596 Pgst-4::GFP/RFP ratio, acrylamide-induced, 24 h; inhibition, % at 21.8 µM; 360,000 tested, 0.49% active; AID 624304;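 active = interference check ratio from 0.5 to 1.5 plus GFP to RFP signal ratio inhibition reaching or exceeding a fixed threshold, cut at about 30% in these data, passing the limit was not always enough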; also: some compounds called inactive have numbers as strong as hits
# SUMO1 PPI mod: alters human SUMO1 binding to SIM partners; P63165; SUMO1 binding to a labelled peptide, TR-FRET, 1 h; inhibition, % at 20 µM; 360,000 tested, 0.33% active; in the data active = inhibition above about 37%
# Target sequence (P63165 whole entry, looked up): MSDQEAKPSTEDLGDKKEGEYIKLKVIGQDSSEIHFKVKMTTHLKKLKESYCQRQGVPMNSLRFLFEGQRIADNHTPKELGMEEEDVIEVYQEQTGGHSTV
# LMPTP inh: LMPTP (human) inhibition; inhibition, % at 20 µM; P24666; AID 651560; 360,000 tested, 0.22% active; recombinant LMPTP-A, OMFP fluorogenic substrate, fluorescence intensity;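 active = compounds that cut the enzyme signal by at least half of the control window in the single-dose screen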;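 also: plate controls were DMSO wells with enzyme plus substrate for no effect and substrate without enzyme for full effect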
#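 Test system – LMPTP-A enzyme · Amount – LMPTP-A at 0.625 nM final in the reaction · Buffer or medium – Bis-Tris pH 6.0, DTT, detergent · Reagent – OMFP 400 µM · Doses – single 20 µM dose · Schedule – reaction 50 min, room temperature, dark · Detection – fluorescence intensity of OMFP turnover product · Evaluation – percent inhibition versus substrate-only and uninhibited controls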
# Scp-1 inhibitor: Scp-1 (human) phosphatase inhibition; Q9GZU7; Recombinant Scp1, phosphopeptide, malachite green phosphate absorbance; inhibition, % at 20 µM; 340,000 tested, 0.88% active;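 active = inhibition above about 50% at 20 µM, limit read from the data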;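 also: plate controls were DMSO wells with enzyme for no effect and wells lacking enzyme for full effect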
#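 Times: enzyme reaction 45 min at room temperature, colour 5 min, stabilisation 30 min. Material: SCP-1 catalytic fragment, aa 76-261. Medium: Acidic Tris acetate buffer with magnesium and detergent. Signal: colorimetric free-phosphate detection, absorbance 630 nm. Read-out basis: % inhibition of SCP-1 phosphate liberation. Reagent: Phosphorylated 17-residue peptide substrate.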
# STEP inh: STEP (human) phosphatase inhibition | recombinant STEP, OMFP fluorogenic substrate, fluorescence | inhibition, % at 20 µM | 360,000 tested, 0.25% active | AID 588621;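 active = inhibition at 20 µM, scaled per plate between control wells, above about 37%, limit read from the data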;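 also: 0% = DMSO with enzyme and substrate and 100% = substrate only without enzyme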
#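 Measure: Control-normalized % inhibition with plate pattern correction | Test system: STEP phosphatase, cell-free reaction | Medium: pH 6.0 Bis-Tris with DTT and Tween 20 | Technique: Fluorescence, 480/540 nm | Times: Reaction 20 min, ambient temperature | Doses: Single compound dose of 20 µM, 1% DMSO final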
# Tb MetRS inh: Trypanosoma brucei MetRS inhibition | purified T. brucei MetRS, ATP depletion, Kinase-Glo luminescence | inhibition, % at 11.9 µM | 360,000 tested, 0.4% active;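 active = inhibition above a per-plate cutoff of the control wells' mean inhibition plus 3 SD, cut at about 5.5% in these data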;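 also: 0% = DMSO wells median and 100% = median of wells with control inhibitor compound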
#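 Dosing: 11.9 µM single point; system: parasite MetRS enzyme; technique: luminescence of leftover ATP; times: 15 min enzyme-compound preincubation, 2 h reaction, 10 min detection, 25 °C; replicates: each compound tested once; read-out basis: percent inhibition relative to median high and low control wells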
# NadD block: NadD (S. aureus) enzyme inhibition; purified NadD enzyme, colorimetric absorbance read-out; inhibition, % at 20 µM; 360,000 tested, 0.78% active; AID 602399; in the data active = inhibition above about 26%; also: some compounds past the cut are filed as inactive
# CendR NRP1 mod: NRP-1/CendR interaction modulation; AID 602438; inhibition, % at 25 µM; FAM-RPARPAR peptide binding to NRP-1, fluorescence polarization; 360,000 tested, 0.85% active; O14786;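 active = inhibition or corrected inhibition above about 18%, plus a signal ratio from 0.5 to 1.5, limit read from the data, passing the limit was not always enough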; also: strong numbers were not always called active
# Target sequence (O14786 whole entry, looked up): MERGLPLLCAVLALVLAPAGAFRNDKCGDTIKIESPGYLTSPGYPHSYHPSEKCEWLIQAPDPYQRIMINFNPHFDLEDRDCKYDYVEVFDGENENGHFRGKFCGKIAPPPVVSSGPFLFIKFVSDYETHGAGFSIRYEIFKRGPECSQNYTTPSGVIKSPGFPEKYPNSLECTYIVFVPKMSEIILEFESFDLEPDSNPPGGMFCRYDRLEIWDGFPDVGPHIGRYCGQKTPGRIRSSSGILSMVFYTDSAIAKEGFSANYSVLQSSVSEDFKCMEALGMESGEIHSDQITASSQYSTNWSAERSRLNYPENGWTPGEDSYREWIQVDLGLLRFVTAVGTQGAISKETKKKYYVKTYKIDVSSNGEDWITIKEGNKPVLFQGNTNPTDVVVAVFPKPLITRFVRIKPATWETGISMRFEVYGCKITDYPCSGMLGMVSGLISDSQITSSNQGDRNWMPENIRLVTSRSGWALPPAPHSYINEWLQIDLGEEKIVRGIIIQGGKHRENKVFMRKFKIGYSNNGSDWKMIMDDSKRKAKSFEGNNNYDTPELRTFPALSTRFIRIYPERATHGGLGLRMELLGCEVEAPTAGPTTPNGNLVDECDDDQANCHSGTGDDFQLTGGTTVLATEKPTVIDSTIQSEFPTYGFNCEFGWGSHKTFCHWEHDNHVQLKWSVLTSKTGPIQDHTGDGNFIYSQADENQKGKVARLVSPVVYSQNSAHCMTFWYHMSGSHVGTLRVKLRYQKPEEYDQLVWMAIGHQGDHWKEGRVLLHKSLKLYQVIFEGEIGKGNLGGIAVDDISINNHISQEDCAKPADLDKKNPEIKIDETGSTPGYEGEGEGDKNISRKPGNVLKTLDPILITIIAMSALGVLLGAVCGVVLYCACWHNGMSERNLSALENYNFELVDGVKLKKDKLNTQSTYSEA
# * marks the source's active call; other numbers are inactive results; i = inactive; / = no result given; + = active, no number. Random draw from the library; overall some 4.6% were active at least once.
SMILES,Neddyl block,DNMT1 block,SKN-1 block,SUMO1 PPI mod,LMPTP inh,Scp-1 inhibitor,STEP inh,Tb MetRS inh,NadD block,CendR NRP1 mod
CCOC(=O)Cc1[nH]nc2c1C(c1ccoc1)C(C#N)=C(N)O2 (stereo not drawn),i,-13,0,3,-0.2,7,1,-0.3,0,-4
Cc1noc(C)c1NC(=O)Nc1cccc2c1O[C@H](CN(C)C(=O)Nc1ccccc1)[C@@H](C)CN([C@H](C)CO)C2=O,i,0,4,-2,0.3,-8,1,-0.3,-4,-12
O=C(c1ccc(F)cc1)N(Cc1ccccc1)C1CCS(=O)(=O)C1 (stereo not drawn),i,2,-20,1,-0.6,1,-3,-2.2,-3,5
Cc1ccc(N2CC(C(=O)Nc3ccc(S(=O)(=O)N4CCOCC4)cc3)CC2=O)cc1Cl (stereo not drawn),i,2,-2,6,0.9,1,1,0.1,-5,-4
CNC(=O)n1cc(C)c(-c2cccs2)n1,i,-2,5,-5,-1.6,-9,1,-0.4,7,9
COc1ccc(NC(=O)c2cccs2)cc1NC(=O)c1ccco1,i,3,-2,4,-0.6,-9,0,0.7,1,-12
N[C@@H](Cc1ccccc1)C(=O)N1CCC(C(=O)N[C@@H](Cc2c[nH]c3ccccc23)C(=O)O)CC1,i,1,-22,-7,-8.8,-2,-2,-0.6,0,11
COc1cc(OC)c(-c2nc(-c3ccncc3)no2)cc1OC,i,-5,4,-2,0.3,-4,-3,-0.5,0,6
COc1ccc(C(=O)O/N=C(\N)c2ccc(OC)c(OC)c2)c(OC)c1,i,-1,-1,-3,0.2,-4,0,-0.2,-7,5
CC(Sc1ncn[nH]1)C(=O)Nc1ccc(Cl)cn1 (stereo not drawn),i,2,3,4,-0.1,-3,2,-0.4,1,0
CSc1ccccc1NC(=O)CN(C)C(=O)C1CC(=O)N(C(C)c2ccccc2)C1 (stereo not drawn),i,1,12,6,-0.5,-7,-2,-0.4,9,1
CSc1ccccc1NC(=S)N/N=C/c1cccn1Cc1ccc(F)cc1,+,-6,9,4,2.9,6,3,-0.5,4,3
CCCOC(=O)c1[nH]c2c(c1C)C(=O)CC(c1ccc(OC)c(OC)c1)C2 (stereo not drawn),i,-17,-4,-1,-0.8,-5,0,0.5,-4,13
N/C(Cc1nc(-c2ccc(Cl)cc2)cs1)=N/O,i,0,-11,-7,0.2,-4,-2,-0.5,-5,0
CCN(CC)CCC(c1ccc2c(c1)OCO2)c1c(OC)cc(OC)c2ccc(=O)oc12 (stereo not drawn),i,3,-4,-5,1.1,17,0,-0.2,-3,-4

# Sorted by the number under CendR NRP1 mod (largest number first): three of the compounds above
structure	CendR NRP1 mod
O=C(c1ccc(F)cc1)N(Cc1ccccc1)C1CCS(=O)(=O)C1 (stereo not drawn)	5
CSc1ccccc1NC(=S)N/N=C/c1cccn1Cc1ccc(F)cc1	3
Cc1ccc(N2CC(C(=O)Nc3ccc(S(=O)(=O)N4CCOCC4)cc3)CC2=O)cc1Cl (stereo not drawn)	-4

# Next entries
SMILES,Neddyl block,DNMT1 block,SKN-1 block,SUMO1 PPI mod,LMPTP inh,Scp-1 inhibitor,STEP inh,Tb MetRS inh,NadD block,CendR NRP1 mod
COC(=O)CNC(=O)C(C)NC(=O)OCc1ccccc1 (stereo not drawn),i,3,5,-1,-1.3,11,1,-1.4,-2,4
COc1ccc(C)c2sc(N(CCN(C)C)C(=O)c3ccc4ccccc4c3)nc12,i,-5,15,-8,1.2,10,0,-0.4,8,-6
CCOC(=O)N/N=C(\C)c1ccc(-n2cnnn2)cc1,i,2,5,-6,-0.2,-5,5,0.2,-1,5
Cc1cs/c(=N\N=C2CCCCC2)n1Cc1ccco1,i,1,3,-2,1.7,1,1,-0.1,-2,1
CCOC(=O)N1CCN(c2nc3ccccc3nc2C(C#N)S(=O)(=O)c2ccc(C)cc2)CC1 (stereo not drawn),/,-9,2,-6,0.9,-4,-4,-1.4,13,-21
COc1ccc(/C=N/NC(=O)c2csc(-n3nc(C)cc3C(F)(F)F)n2)cc1,i,-3,-3,5,-1.2,-7,21,0.0,0,-3
CN(CC(=O)Nc1ccc(Cl)c(C(F)(F)F)c1)C(=O)Cc1ccsc1,i,2,5,3,1.1,-7,3,0.2,-9,-11
NC(=O)c1cccc2c1-c1ccccc1/C2=N/NC(N)=S,i,2,6,-17,-0.7,-11,-2,-1.9,-2,17
Cc1ccc(NC(=O)c2csnn2)c(C)c1,i,0,-2,2,-2.1,-4,3,-0.2,-2,18
CCCCNC(=O)NNC(=O)c1ccco1,i,1,5,-1,-0.6,1,2,-0.3,-3,-1
COc1ccccc1NC(=O)N(Cc1cccs1)Cc1cc2cc3c(cc2[nH]c1=O)OCO3,i,-1,-5,8,1.0,-6,1,-0.1,13,-6
COc1ccc(Cn2c(=O)c3cccnc3n(Cc3ccc([N+](=O)[O-])cc3)c2=O)cc1,i,-3,5,-2,-0.3,-1,2,-0.8,1,19
CC(=O)N1c2ccc(S(=O)(=O)N3CCC(C(=O)Nc4cccc(F)c4)CC3)cc2CC1C (stereo not drawn),i,-6,5,1,0.0,-9,4,0.4,3,-6
CSc1cccc(NS(=O)(=O)c2cn(C)cn2)c1,i,0,-9,3,-1.2,0,-2,-0.6,0,7
COc1cc(CNC(=O)c2cc(-c3cc(F)ccc3OCC3CCCO3)n[nH]2)cc(OC)c1 (stereo not drawn),i,-6,-6,4,-0.6,/,2,-0.2,-3,11
N#CCNC1CC(=O)N(c2ccc(F)cc2)C1=O (stereo not drawn),i,-1,-3,3,-1.2,0,0,-0.8,4,-3
Cc1onc(-c2ccccc2)c1C(=O)NNC(=S)NC(=O)c1ccc(F)cc1,i,-6,-6,61*,-1.1,-11,-3,0.0,8,3
Clc1cccc(OCCCN2CCCC2)c1Cl,i,-4,-14,13,-0.4,1,0,-0.7,-1,8
O=C(NC1CCCC1)C1CCN(S(=O)(=O)c2cccc3cccnc23)CC1,i,3,-5,2,0.1,6,-2,-0.3,-9,12
CC12CCC(C(=O)NCc3ccccc3Cl)(CC1=O)C2(C)C (stereo not drawn),i,-1,8,5,0.0,-5,3,0.0,-3,14
CCN(CC)CCCN1C(=O)C2C(C(=O)Nc3ccc(C(C)C)cc3)C3C=CC2(O3)C1C(=O)NC1CCCCC1 (stereo not drawn),i,0,-6,16,-0.4,-6,-3,-0.8,-4,2
CCOc1ccc(NC(=O)C/C(C)=N/NC(=O)Cc2cccs2)cc1,i,-2,1,4,-0.6,-5,1,-0.6,-4,5
COc1ccc(-c2noc(CCC(=O)NCCN(C)Cc3ccccc3)n2)cc1,i,0,-3,-3,-0.7,-5,1,-1.0,-3,6
COc1cccc(C(=O)CN2CCN(S(=O)(=O)c3ccc(Br)cc3)CC2)c1,i,-6,-15,-1,-1.3,-7,-7,-0.5,1,-4
CC1=NN(c2nc(C)cc(C)n2)C(=O)C1CCC(C)C (stereo not drawn),i,3,-1,1,0.2,9,0,-2.0,3,-6
COc1cc2[nH]c(=S)n(C3CC3)c(=O)c2cc1OC,i,-1,3,4,-3.3,-14,-1,1.9,-3,-5
CSc1nnc(NC(=O)c2ccc3c(c2)OCO3)s1,i,0,7,-8,0.0,-2,4,-0.1,-21,15
COc1ccc(N2CCN(C(=O)c3ccccc3)CC2)c([N+](=O)[O-])c1,i,1,-3,-29,0.4,-3,-1,8.2*,3,6
CCOC(=O)CSc1nc(=O)n2cc(C)ccc2n1,i,3,4,-2,0.5,-11,2,-0.1,3,-13
CN(CCOc1ccccc1)CC(=O)Nc1cccc(Br)c1,i,0,-4,2,-1.3,0,-2,0.8,-5,0
O=C(NCc1ccc2c(c1)OCO2)c1cccnc1,i,2,-1,-3,-0.5,-2,1,-0.4,0,4
CCOc1ccc(C2C(C(C)=O)=C(O)C(=O)N2CCc2c[nH]c3ccccc23)cc1 (stereo not drawn),i,-5,6,-5,2.6,-5,8,0.6,17,3
COc1cccc(CN=c2c([N+](=O)[O-])nn(-c3ccccc3C)n2O)c1,i,3,11,-27,-1.7,1,-4,-1.5,1,-9
Cc1ccc(-c2noc(CSc3nc(N)cc(N)n3)n2)cc1,i,-4,-12,3,0.8,-3,1,-0.6,-1,-4
CCC1(c2ccc(F)cc2)NC(=O)N(CC(=O)NCc2ccccc2Cl)C1=O (stereo not drawn),i,-2,13,-1,-0.8,-10,-1,-0.4,-8,-2
O=C(O)c1ccccc1NS(=O)(=O)c1cccc2cccnc12,i,1,-2,17,1.9,16,-3,-0.5,8,0
CCc1ccc(NC(=O)CC2C(=O)NCCN2C(=S)Nc2ccccc2)cc1 (stereo not drawn),i,-4,2,-1,-0.8,-18,0,0.0,-4,1
CCCCOCCCNC(=O)c1ccc([N+](=O)[O-])c(C)c1,i,1,2,-7,-0.1,-10,-4,-0.4,-6,-7
CN(C)S(=O)(=O)c1cccc(NC(=O)c2cc3ccccc3o2)c1,i,-6,14,8,1.1,-11,-3,-0.2,-4,-12
O=C(NC1=NCCS1)C12CC3CC(C1)CC(C(=O)NC1=NCCS1)(C3)C2,i,0,3,0,-1.5,-15,-3,0.4,3,15
CCCS(=O)(=O)N1CCN(Cc2ccco2)CC1,i,5,-11,-1,-3.0,1,2,-0.8,1,-4
Cc1ccc(C(=O)NCC(=O)N2CCC(Cc3ccccc3)CC2)cc1,i,-1,-9,-3,0.5,-7,0,-0.1,2,-5
CCCn1nnnc1NCc1ccc(SC)cc1,i,4,-6,4,1.0,-1,-2,-0.2,-4,1
CCN(CC)c1ccc(NC(=O)COC(=O)CCC(=O)c2ccc(F)cc2)cc1,i,-2,-4,4,-0.1,-5,1,0.0,-13,2
COc1ccc2c(c1)S(=O)(=O)c1ccccc1N2,i,2,-5,-2,0.4,-5,-2,-0.2,-1,-2
COc1ccc(CONS(=O)(=O)c2ccc(NC(C)=O)cc2)cc1Cl,i,-4,5,-1,0.0,-8,-3,3.5,-5,-4
COc1ccc(NC(=O)CSc2nnc(-c3ccccc3Cl)n2Cc2ccco2)c(OC)c1,i,-1,3,-4,-0.9,5,-1,-0.7,-1,-5

# Some of these compounds in order of molar mass, smallest number first.
SMILES,Neddyl block,DNMT1 block,SKN-1 block,SUMO1 PPI mod,LMPTP inh,Scp-1 inhibitor,STEP inh,Tb MetRS inh,NadD block,CendR NRP1 mod
CCCS(=O)(=O)N1CCN(Cc2ccco2)CC1,i,5,-11,-1,-3.0,1,2,-0.8,1,-4
O=C(O)c1ccccc1NS(=O)(=O)c1cccc2cccnc12,i,1,-2,17,1.9,16,-3,-0.5,8,0
COc1ccc(NC(=O)CSc2nnc(-c3ccccc3Cl)n2Cc2ccco2)c(OC)c1,i,-1,3,-4,-0.9,5,-1,-0.7,-1,-5
